TWEAK Fn14 block: inhibitors of TWEAK-Fn14 signaling, primary screen, luciferase reporter cells, uHTS. TWEAK-stimulated Fn14 reporter cells, luciferase luminescence, 8 h. inhibition, % at 10 µM. hit rate 2% among 360,000; in the data active = inhibition above about 50%
NR5A2 inv ag: LRH-1 (NR5A2) inverse agonists, primary screen, cell-based, luminescence, HEK293T, StAR-luciferase reporter | Nuclear receptor subfamily 5 group A member 2 (Homo sapiens), O00482 | LRH-1 transfected, 24 h | inhibition, % at 3.6 µM | hit rate 0.13% among 360,000;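 active = inhibition above the mean inhibition of all tested compounds plus 3 SD, cut at about 73% in these data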;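 also: 0% = DMSO wells and 100% = reporter-only cells lacking LRH-1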
KKLEB cytotox: cytotoxicity in KKLEB CF airway cells, primary screen, cytotoxicity control for CF NF-kB inhibitor project, cell-based, uHTS, fluorescence assay plates; hit rate 0.36% among 360,000; KKLEB CF airway cells viability, ATPlite luminescence, overnight; stronger effect = lower value; cells stimulated with P. aeruginosa culture filtrate; activity change (cytotoxicity), % at 5 µM; AID 602141, 2011;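 active = corrected activity change at or below -50% at 5 µM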
TROY NFkB inh: inhibitors of TROY-driven NF-kB signaling, primary screen, Q293 LMP1-TROYcd cells, NF-kB luciferase, uHTS; AID 1347056, 2019; Q293 LMP1-TROYcd NF-kB luciferase reporter, 4 h; hit rate 0.98% among 360,000; inhibition, % at 10 µM;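 active = compounds whose plate-normalised and pattern-corrected inhibition of the luciferase reporter signal at the single screening dose is 50% or more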
SRC1 inh: SRC1 coactivator transcriptional activity inhibitors, primary screen, cell-based, luminescence; Nuclear receptor coactivator 1 (Homo sapiens), Q15788; inhibition, % at 3.6 µM; AID 588354, 2011; HEK293 GAL4-SRC1 luciferase reporter; hit rate 0.12% among 360,000;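 active = inhibition above the campaign mean plus 3 SD, with each screening campaign given its own cutoff, cut at about 60% in these data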;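 also: 0% = DMSO treated cells and 100% = gossypol at 36 µM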
LMP1 NFkB inh: EBV LMP1-driven NF-kappaB luciferase reporter inhibitors, primary screen, cell-based, luminescence, single point. inhibition, % at 12.5 µM. AID 504558, 2011. LMP1-induced NF-kappaB luciferase reporter cells. hit rate 0.69% among 350,000; in the data active = inhibition above about 41%;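 also: 0% = neutral control wells and 100% = reference inhibitor control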
TRAIL sens C8: viability loss with TRAIL in NB7+C8 cells, primary screen, TRAIL sensitizer project, cell-based, ATPlite luminescence | inhibition (viability loss, TRAIL sensitization), % at 10 µM | hit rate 1% among 360,000;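 active = compounds causing at least 50% loss of cell viability in the single-dose screen, relative to plate controls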
NCOA3 inh: SRC3 coactivator transcriptional activity inhibitors, primary screen, cell-based, luminescence. Nuclear receptor coactivator 3 (Homo sapiens), Q9Y6Q9. HEK293 GAL4-SRC3 luciferase reporter. inhibition, % at 3.6 µM. hit rate 0.17% among 360,000. AID 588352, 2011;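 active = inhibition above a per-campaign cutoff, the mean of all compounds plus 3 SD, cut at about 60% in these data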;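 also: 0% = DMSO-treated cells and 100% = gossypol-treated cells at 36 µM; higher means less SRC3-driven luciferase light from the GAL4 reporter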
Shn3 3UTR inh: reduction of Shn3 3'UTR firefly luciferase signal, primary screen, Schnurri-3 inhibitor project, cell-based, Clone20 osteoblasts, set 2 | Clone20 osteoblast Shn3 3'UTR firefly luciferase, 24 h | inhibition, % at 12.5 µM | hit rate 0.52% among 360,000 | AID 588674, 2011;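 active = mean inhibition of at least 75% with every replicate also reaching 75%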;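 also: 0% = median of neutral control wells and 100% = pilot-screen positive control compound; some compounds past the cut are filed as inactive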
NR2F2 inh: NR2F2 transcriptional activity inhibitors, primary screen, cell-based, luciferase reporter, HEK293T, luminescence. COUP transcription factor 2 (Homo sapiens), P24468. HEK293T NGFI-A luciferase reporter. hit rate 0.7% among 370,000. inhibition, % at 8.6 µM. AID 686940, 2013;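 active = inhibition above a per-plate cutoff, mean inhibition of test wells between control levels plus 3 SD, cut at about 38% in these data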;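 also: cells cotransfected with COUP-TFII expression vector driving the NGFI-A reporter; 0% = median of COUP-TF2 test wells and 100% = reporter-only cells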
Target sequence (P24468 whole entry, looked up): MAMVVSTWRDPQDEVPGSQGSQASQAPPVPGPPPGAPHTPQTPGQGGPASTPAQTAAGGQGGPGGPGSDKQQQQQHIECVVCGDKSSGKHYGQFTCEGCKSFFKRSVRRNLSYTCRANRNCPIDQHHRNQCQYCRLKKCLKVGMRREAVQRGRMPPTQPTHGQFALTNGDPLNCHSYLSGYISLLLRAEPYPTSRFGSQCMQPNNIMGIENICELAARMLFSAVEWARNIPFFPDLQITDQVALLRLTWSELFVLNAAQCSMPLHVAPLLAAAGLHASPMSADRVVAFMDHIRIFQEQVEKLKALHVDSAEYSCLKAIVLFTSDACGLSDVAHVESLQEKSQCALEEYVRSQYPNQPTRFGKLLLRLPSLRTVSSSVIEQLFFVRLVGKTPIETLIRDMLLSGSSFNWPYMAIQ
CF NFkB inh: inhibitors of PAF-induced NF-kB signaling, primary screen, cell-based, GFP fluorescence, uHTS; KKLEB NF-kB-GFP reporter, GFP fluorescence overnight; inhibition, % at 5 µM; hit rate 0.86% among 360,000; AID 588850, 2011;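 active = at least 50% inhibition at 5 µM, scaled per plate between neutral and stimulator controls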;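 also: PAF is a Pseudomonas aeruginosa culture filtrate used as stimulus; plate controls were PAF-stimulated DMSO wells for no effect and unstimulated DMSO wells for full effect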
* hit, by the source's call; / = no result given. The list is partial; the hit share may differ from the screen's.

Screens in order – TWEAK Fn14 block | NR5A2 inv ag | KKLEB cytotox | TROY NFkB inh | SRC1 inh | LMP1 NFkB inh | TRAIL sens C8 | NCOA3 inh | Shn3 3UTR inh | NR2F2 inh | CF NFkB inh
[1] O=C(CC1CCCCC1)NCc1ccc(Cl)cc1
 : -24 | -58 | 2 | -69 | -65 | -6 | -2 | -52 | -51 | -12 | 8
[2] Cc1ccccc1N(C(=O)Cc1cccs1)C(C(=O)NC1CCCCC1)c1cn(C)nc1C (stereo unspecified)
 : -11 | 2 | -3 | 5 | 0 | 5 | -9 | -9 | 0 | -4 | -10
[3] N#CC12CCCCC1CC1CCCCC1(C#N)N2CCO (stereo unspecified)
 : 13 | -4 | -3 | 22 | -4 | -2 | -7 | 3 | 5 | 12 | -16
[4] Cc1cc(C)c(NC(=O)c2cccc(NC(=O)c3ccco3)c2)c(C)c1
 : -10 | -15 | 19 | -3 | 19 | 6 | -4 | 3 | 16 | 22 | -17
[5] Cc1ccc(CNC(=O)C(Cc2ccccc2)n2cccc2)cc1 (stereo unspecified)
 : -7 | 13 | 2 | 13 | -11 | -10 | -9 | 5 | 11 | -3 | -3
[6] CCN1C(=O)/C(=C\c2ccncc2)SC1=S
 : 1 | -12 | 5 | -1 | 1 | 5 | 6 | -7 | 2 | 5 | 8
[7] Cc1c(N=Cc2c(O)n(C)c(=O)c3ccccc23)c(=O)n(-c2ccccc2)n1C
 : -12 | 18 | -7 | 9 | -9 | 15 | 8 | 8 | 21 | / | -13
[8] CCn1c(C)c(C)c2cc(C(=O)NCCCN3CCCCC3)ccc21
 : 27 | -9 | -16 | 24 | -8 | -3 | -7 | -7 | 0 | -10 | -14
[9] COc1ccc(NC(=O)C2=CC(c3ccco3)=NS(=O)(=O)N2C)cc1OC
 : 0 | 3 | -1 | -8 | -4 | -9 | 0 | -4 | 0 | 12 | 15
[10] Cc1cc(C)c2c(N)c(C(=O)Nc3ccc([N+](=O)[O-])cc3)sc2n1
 : -57 | -53 | -1 | -55 | -66 | -14 | -1 | -86 | -12 | -46 | -14
[11] Cc1ccc(-c2nsc3c(N4CCC(C(N)=O)CC4)ncnc23)cc1
 : 59* | -58 | -19 | 45 | -84 | 7 | 23 | -63 | -135 | -28 | -9
[12] O=C(NCCOc1ccccc1)c1ncn[nH]1
 : 3 | -8 | 10 | -7 | 0 | 9 | 15 | 6 | -4 | 5 | 0
[13] Cn1c(SCCC#N)nnc1-c1ccccc1F
 : 13 | 14 | 17 | 1 | -31 | -5 | 3 | -3 | -13 | 21 | -2
[14] C/C=C(/C)C(=O)OC1CC(C)(C)C[C@H]2C3=CC[C@@H]4[C@@]5(C)CCC(O[C@@H]6O[C@@H](C(=O)O)[C@@H](O)C(O[C@@H]7OC[C@H](O)[C@@H](O)[C@@H]7O[C@@H]7OC(CO)C(O)[C@@H](O)[C@@H]7O)C6O[C@@H]6OC(CO)C(O)C(O)C6O)[C@@](C)(CO)[C@@H]5CC[C@]4(C)[C@]3(C)CC(O)[C@@]12CO (stereo partly specified)
 : -12 | 7 | 12 | 0 | -6 | 4 | -3 | -4 | 3 | / | 4
[15] COc1ccc(C(=O)n2cc(C(C)=O)c3ccccc32)cc1
 : 48 | 6 | -9 | 40 | 15 | 17 | 22 | 6 | -6 | -5 | 37
[16] COc1ccc(C2=C(C=O)Cc3ccccc3O2)cc1
 : 4 | 9 | 2 | -23 | -11 | -6 | 1 | 6 | -9 | -14 | 2
[17] COc1cc2c(cc1OC)[C@H](C)N(C(=O)COc1ccccc1)CC2
 : 0 | -10 | -3 | 7 | -11 | 4 | -9 | -12 | 24 | 8 | -8
[18] Nc1cccc2c1C(=O)N(C(=O)/C=C/c1cccc(Br)c1)C2=O
 : 53* | -21 | 22 | -16 | -17 | -11 | -12 | -23 | -4 | 14 | 56*
[19] Cc1sc(NC(=O)c2ccco2)c(CN2CCN(c3ccc(F)cc3)CC2)c1C
 : 12 | 3 | -7 | 2 | -34 | -1 | 14 | -16 | 23 | 6 | -12
[20] O=C(O)C1C2C=CC(C2)C1C(=O)NCc1cccnc1 (stereo unspecified)
 : -28 | 5 | -8 | 0 | 12 | 4 | -10 | -1 | 5 | 4 | -12
[21] CCc1ccc(C(=O)COC(=O)c2cnccn2)cc1
 : 32 | -6 | -8 | / | -2 | 3 | -8 | 4 | 3 | -12 | -7
[22] O=C(NCCc1ccccc1)c1cc2sccc2n1Cc1ccccc1
 : -12 | -26 | -2 | -20 | 5 | -1 | 10 | 7 | 1 | 2 | -4
[23] O=C(Nc1ccccc1-c1ccccc1)C1CCC1
 : 23 | 18 | -4 | 13 | 0 | 9 | -7 | 17 | 14 | 14 | 14
[24] Nc1nnc(SCC(=O)Nc2cccnc2Cl)s1
 : -9 | 13 | 5 | -4 | -22 | 0 | -1 | -11 | -6 | -15 | 14

An excerpt from above in order of length of the SMILES, descending:
Screens in order – TWEAK Fn14 block | NR5A2 inv ag | KKLEB cytotox | TROY NFkB inh | SRC1 inh | LMP1 NFkB inh | TRAIL sens C8 | NCOA3 inh | Shn3 3UTR inh | NR2F2 inh | CF NFkB inh
[14] C/C=C(/C)C(=O)OC1CC(C)(C)C[C@H]2C3=CC[C@@H]4[C@@]5(C)CCC(O[C@@H]6O[C@@H](C(=O)O)[C@@H](O)C(O[C@@H]7OC[C@H](O)[C@@H](O)[C@@H]7O[C@@H]7OC(CO)C(O)[C@@H](O)[C@@H]7O)C6O[C@@H]6OC(CO)C(O)C(O)C6O)[C@@](C)(CO)[C@@H]5CC[C@]4(C)[C@]3(C)CC(O)[C@@]12CO (stereo partly specified)
 : -12 | 7 | 12 | 0 | -6 | 4 | -3 | -4 | 3 | / | 4
[2] Cc1ccccc1N(C(=O)Cc1cccs1)C(C(=O)NC1CCCCC1)c1cn(C)nc1C (stereo unspecified)
 : -11 | 2 | -3 | 5 | 0 | 5 | -9 | -9 | 0 | -4 | -10
[19] Cc1sc(NC(=O)c2ccco2)c(CN2CCN(c3ccc(F)cc3)CC2)c1C
 : 12 | 3 | -7 | 2 | -34 | -1 | 14 | -16 | 23 | 6 | -12
[15] COc1ccc(C(=O)n2cc(C(C)=O)c3ccccc32)cc1
 : 48 | 6 | -9 | 40 | 15 | 17 | 22 | 6 | -6 | -5 | 37
[5] Cc1ccc(CNC(=O)C(Cc2ccccc2)n2cccc2)cc1 (stereo unspecified)
 : -7 | 13 | 2 | 13 | -11 | -10 | -9 | 5 | 11 | -3 | -3
[21] CCc1ccc(C(=O)COC(=O)c2cnccn2)cc1
 : 32 | -6 | -8 | / | -2 | 3 | -8 | 4 | 3 | -12 | -7

Assay outcomes from PubChem BioAssay.
